High-throughput results from PubChem.
G9a block = G9a (human) methyltransferase inhibition | 350,000 compounds, 8.8% hits | Potency, µM (highest dose often 102 µM), without a hit: top-dose activity, negative = inhibition, usual class: inhibitors | G9a H3K9 monomethylation, AlphaScreen, 2 h | AID 504332; note: potency is the fitted concentration of half-maximal effect; % is set by controls: 0 for no effect and ±100 for the full control effect; nearly all actives have a fitted effect of over 75% in size
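Compounds were preincubated with 20 nM G9a for 15 min, after which biotinylated H3K9 peptide (500 nM) and SAM (20 uM) started a 2 h room-temperature reaction. Monomethylated product was quantified by antibody-based AlphaScreen chemiluminescence.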
GLS inhibitor = glutaminase GLS (human) inhibition | O94925 | GLS enzymatic activity, qHTS titration | Potency, µM (titrated, usually from 45.5 µM), for inactives: at the top dose activity change, negative = inhibition, usual class: inhibitors | 410,000 compounds, 0.21% hits | AID 624170; note: potency is the fitted concentration of half-maximal effect; % is set by controls: 0 for no effect and ±100 for the full control effect
Target sequence (O94925 whole entry, looked up): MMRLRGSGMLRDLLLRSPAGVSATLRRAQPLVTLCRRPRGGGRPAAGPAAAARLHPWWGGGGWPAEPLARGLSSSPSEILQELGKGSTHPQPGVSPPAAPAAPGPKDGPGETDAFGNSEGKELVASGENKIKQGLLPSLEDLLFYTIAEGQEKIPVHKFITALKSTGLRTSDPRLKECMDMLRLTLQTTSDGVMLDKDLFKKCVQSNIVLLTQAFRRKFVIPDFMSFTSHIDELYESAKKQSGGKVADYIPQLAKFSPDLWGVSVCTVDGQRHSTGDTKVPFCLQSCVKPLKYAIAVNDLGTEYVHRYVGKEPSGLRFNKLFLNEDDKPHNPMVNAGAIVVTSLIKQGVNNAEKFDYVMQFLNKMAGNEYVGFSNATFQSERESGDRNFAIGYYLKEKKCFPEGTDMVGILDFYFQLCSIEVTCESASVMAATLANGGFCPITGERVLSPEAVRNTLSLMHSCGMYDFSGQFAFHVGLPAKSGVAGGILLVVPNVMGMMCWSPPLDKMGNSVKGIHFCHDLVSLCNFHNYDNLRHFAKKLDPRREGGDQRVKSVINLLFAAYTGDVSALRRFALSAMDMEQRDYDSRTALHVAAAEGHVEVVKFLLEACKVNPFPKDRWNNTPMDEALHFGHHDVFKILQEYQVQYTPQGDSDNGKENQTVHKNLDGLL
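Read-out is an Amplex red fluorescence increase coupled through glutamate oxidase and HRP, measured before and after 30 min room-temperature incubation. hKGA is in 45 mM KH2PO4 (pH 8.2) with 0.02% Tween-20; glutamine added as 1mM solution.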
Pol eta inh = blocks human DNA polymerase eta activity; Q9Y253; recombinant Pol eta, fluorescent DNA replication assay; Potency, µM (doses to about 114 µM), inactives show top-dose activity change, negative = inhibition, hits mostly inhibitors; 390,000 compounds, 1.2% hits; AID 588591; note: potency is the fitted concentration of half-maximal effect; % is set by controls: 0 for no effect and ±100 for the full control effect
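Pol eta (10 nM) was preincubated with compounds for 15 min at room temperature, after which fluorescent replication substrate (50 nM final) was added to start the reaction. Fluorescence was read kinetically at 0 and 10 min.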
Tb PGK inh = inhibitors of T. brucei phosphoglycerate kinase. P07378. PGK/GAPDH coupled, Kinase-Glo luminescence, 60 min. Potency, µM (top dose mostly 57.5 µM), inactives show at the highest dose activity change, negative = inhibition, most hits filed as inhibitors. 380,000 compounds, 0.043% hits. AID 602233; note: potency is the fitted concentration of half-maximal effect; % is set by controls: 0 for no effect and ±100 for the full control effect; nearly all actives have a fitted effect of over 60% in size
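Luminescent ATP detection (Kinase-Glo Plus) follows a 60-minute room-temperature incubation, with wells lacking PGK as controls. Buffer: 100 mM TEA (pH 7.6), 5 mM MgCl2, 0.01% Tween-20. Coupling enzyme GAPDH (100 nM final) supplies unstable 1,3-BPG in-well.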
BAZ2B inh = BAZ2B (human) inhibition; 360,000 compounds, 4.4% hits; Q9UIF8; Potency, µM (titrated, usually from 114 µM), for the others: at the highest dose activity change, negative = inhibition, hits mostly inhibitors; AlphaScreen BAZ2B-H3K14Ac peptide displacement; note: potency is the fitted concentration of half-maximal effect; % is set by controls: 0 for no effect and ±100 for the full control effect; nearly all actives have a fitted effect of over 60% in size
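AlphaScreen luminescence quantifies BAZ2B engagement of H3K14Ac peptide; the protein and biotinylated peptide are both at 50 nM final, buffer PBS pH 7.4 with 0.01% Tween-20, all steps at room temperature.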
Pin1 inh = blocks the human prolyl isomerase Pin1. Q13526. Pin1 FP peptide displacement, HiFluor488, 10 min. Potency, µM (doses to about 115 µM), for the others: at the highest dose activity, negative = inhibition, hits mostly inhibitors. 390,000 compounds, 0.009% hits. AID 504891; active = well fitted inhibition curve with a large enough effect in the polarisation, with a control signal flat, not every such curve was filed as active; inconclusive = small, poorly fitted or top-dose-only effect, or effect the other way, or a change in a side signal; inactive = no such curve, though single readings can be large or run the other way; the % refers to the polarisation; note: potency is the fitted concentration of half-maximal effect; % is set by controls: 0 for no effect and ±100 for the full control effect
Target sequence (Q13526 whole entry, looked up): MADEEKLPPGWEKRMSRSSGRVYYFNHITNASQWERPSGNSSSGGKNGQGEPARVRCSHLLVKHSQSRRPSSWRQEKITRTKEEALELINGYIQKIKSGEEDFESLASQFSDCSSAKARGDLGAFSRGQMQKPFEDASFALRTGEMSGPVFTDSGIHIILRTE
PI4K2A inh = blocks human PI4K2A kinase activity; Q9BTU6; AID 1346378; purified PI4K2A, ADP-Glo luminescence, 1 h; stronger effect = lower value; activity change, negative = inhibition, % at 76.9 µM; 420,000 compounds, 0.13% hits; in the data active = activity change below about -50%; inconclusive = mostly about -30% to -49%;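 note: -100% = wells without enzyme as full effect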
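ADP-Glo luminescence measured ADP generated by PI4K2A enzyme (4 ug/mL before mixing) with 1.2 mM PI substrate (pre-mix) and 300 microM ATP (pre-mix). Tris pH7.5 buffer with MgCl2, Triton X-100; 1 h reaction at ambient temperature.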
HP1b binding inh = inhibitors of HP1-beta chromodomain binding to methylated histone tails. AlphaScreen HP1-beta / biotin-H3K9me3 peptide binding. P83916. Potency, µM (titrated, usually from 114 µM), inactives show at the highest dose activity change, negative = inhibition, most hits filed as inhibitors. AID 540317. 390,000 compounds, 0.56% hits; note: potency is the fitted concentration of half-maximal effect; nearly all actives have a fitted effect of over 70% in size; inactives centre near 23
Target sequence (P83916 whole entry, looked up): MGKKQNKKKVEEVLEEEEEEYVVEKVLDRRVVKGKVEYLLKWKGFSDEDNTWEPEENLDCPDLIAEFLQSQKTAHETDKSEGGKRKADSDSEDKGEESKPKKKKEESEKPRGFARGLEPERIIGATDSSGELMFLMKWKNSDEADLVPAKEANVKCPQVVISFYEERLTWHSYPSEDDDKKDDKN
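AlphaScreen: HP1-beta (50 nM) preformed 30 min with biotin-H3(1-18)K9me3 peptide (50 nM) in PBS pH 7.4, 0.01% Tween-20. Compound added for 30 min at RT, then streptavidin donor/nickel chelate acceptor beads (10 ug/mL) for 30 min.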
JMJD2A Tudor inh = inhibitors of human JMJD2A Tudor domain. O75164. 390,000 compounds, 4.4% hits. AlphaScreen JMJD2A-Tudor / H3K4me3 peptide binding. AID 504339. Potency, µM (titrated, usually from 114 µM), without a hit: at the top dose activity change, negative = inhibition, usual class: inhibitors; note: potency is the fitted concentration of half-maximal effect; % is set by controls: 0 for no effect and ±100 for the full control effect; nearly all actives have a fitted effect of over 50% in size
* hit, by the source's call; & = joins results of further samples; [ ] = remark or other dose. Unless noted, calls come from the whole dose curve; as a rule, active = well fitted curve in the direction sought with a large enough effect; inconclusive = small, poorly fitted or top-dose-only effect, or another doubt; inactive = no such curve, though single readings can be large; an effect the other way counts as inactive or inconclusive. Some of the compounds tested (hit frequency here may not be typical).

How did O=C(c1ccccc1)c1cc2cc(Cl)ccc2[nH]1 do in these assays?
G9a block: -8%; GLS inhibitor: -8%; Pol eta inh: -21%; Tb PGK inh: -9%; BAZ2B inh: 9%; Pin1 inh: -1%; PI4K2A inh: -3; HP1b binding inh: 11%; JMJD2A Tudor inh: -10%

How did COCCCN1C(=O)c2ccc(C(=O)OCC(=O)N3CCN(c4ccccc4)CC3)cc2C1=O do in these assays?
G9a block: inconclusive; GLS inhibitor: 18%; Pol eta inh: -1%; Tb PGK inh: 5%; BAZ2B inh: 5%; Pin1 inh: 5%; PI4K2A inh: 0; HP1b binding inh: -8%; JMJD2A Tudor inh: -21%

How did c1ccc(SCCOCCN2CCOCC2)cc1 do in these assays?
GLS inhibitor: 6%; Pol eta inh: -21%; Tb PGK inh: -8%; BAZ2B inh: -6%; Pin1 inh: -6%; PI4K2A inh: -1; HP1b binding inh: 19%; JMJD2A Tudor inh: -5%

How did CCOC(=O)N1CCN(S(=O)(=O)c2c(C)nc3sccn3c2=O)CC1 do in these assays?
G9a block: 0%; GLS inhibitor: 17%; Pol eta inh: 3%; Tb PGK inh: -1%; BAZ2B inh: -11%; Pin1 inh: 3%; PI4K2A inh: -2; HP1b binding inh: 16%; JMJD2A Tudor inh: -19%

How did Cc1ccc2c(CC(=O)NCc3ccc4c(c3)OCO4)coc2c1 do in these assays?
G9a block: 2%[12.7 µM]; GLS inhibitor: 0%; Pol eta inh: 14%; Tb PGK inh: -9%; BAZ2B inh: 0%; Pin1 inh: 4%; PI4K2A inh: -3; HP1b binding inh: 29%; JMJD2A Tudor inh: 0%

How did COc1cc(/C=C(\C#N)c2nn(CCO)c(N)c2C#N)cc(OC)c1OC do in these assays?
G9a block: -9%; GLS inhibitor: 2%; Pol eta inh: -18%; Tb PGK inh: -4%; BAZ2B inh: -9%; Pin1 inh: -2%; PI4K2A inh: 1; HP1b binding inh: 28%; JMJD2A Tudor inh: -12%

Results for O=C(NCCO)C(F)(F)C(F)(F)C(F)(F)OC(F)(C(=O)NCCO)C(F)(F)F (centres undefined) ?
G9a block: -6%; GLS inhibitor: 3%; Pol eta inh: -13%; Tb PGK inh: 8%[11.5 µM]; BAZ2B inh: -5%; Pin1 inh: -6%; PI4K2A inh: 1; HP1b binding inh: 29%; JMJD2A Tudor inh: -10%

What do the screens show for `Cc1ccc(/C=N/Nc2ncnc3nc[nH]c23)cc1`?
G9a block: -2%; GLS inhibitor: 8%; Pol eta inh: -2%; Tb PGK inh: -10%; BAZ2B inh: -38%; Pin1 inh: -8%; PI4K2A inh: -7; HP1b binding inh: 21%; JMJD2A Tudor inh: -14%

What do the screens show for `O=C(Nn1cnc2ccccc2c1=O)c1ccccc1`?
G9a block: 18%[59 µM]; GLS inhibitor: 0%; Pol eta inh: -12%; Tb PGK inh: inactive; BAZ2B inh: -25%; Pin1 inh: -5%; PI4K2A inh: -1; HP1b binding inh: 30%; JMJD2A Tudor inh: 2%

Results for CS(=O)(=O)NCCNc1ncc(C(F)(F)F)cc1Cl ?
G9a block: -2%; GLS inhibitor: -13%; Pol eta inh: -16%; Tb PGK inh: inactive; BAZ2B inh: -19%; Pin1 inh: 0%; PI4K2A inh: -3; HP1b binding inh: 36%; JMJD2A Tudor inh: -10%

What do the screens show for `CC1CN(C(=O)CCC(=O)N2CCOCC2)c2ccccc2O1` (centres undefined)?
G9a block: 18%; GLS inhibitor: 11%; Pol eta inh: -6%; Tb PGK inh: 0%; BAZ2B inh: 12%; Pin1 inh: 1%; PI4K2A inh: -2; HP1b binding inh: 25%; JMJD2A Tudor inh: -10%

How did COCCN(CCOC)S(=O)(=O)c1ccc(C(=O)Nc2nc(-c3ccccc3)c(C(=O)c3ccccc3)s2)cc1 do in these assays?
G9a block: -8%[59 µM]; GLS inhibitor: 7%; Pol eta inh: -10%; Tb PGK inh: -7%; BAZ2B inh: -28%; Pin1 inh: 15%; PI4K2A inh: -1; HP1b binding inh: 1%; JMJD2A Tudor inh: -34%

Results for COc1ccccc1C1NC(=O)NC(C)=C1C(=O)OCC1CCCCC1 (centres undefined) ?
GLS inhibitor: -1%; Pol eta inh: -16%; Tb PGK inh: -7%; PI4K2A inh: -2

Results for COc1ccccc1NC(=O)c1cccs1 ?
G9a block: 8%[59 µM]; GLS inhibitor: -2%; Pol eta inh: 2%; Tb PGK inh: -6%; BAZ2B inh: 6%; Pin1 inh: -11%; PI4K2A inh: 1; HP1b binding inh: 11%; JMJD2A Tudor inh: -4%

How did Cc1cccc(NS(=O)(=O)c2ccc3[nH]c(=O)cc(C(=O)OC(C)C(=O)Nc4ccc([N+](=O)[O-])cc4)c3c2)c1 (centres undefined) do in these assays?
G9a block: 45µM*; GLS inhibitor: -7%; Pol eta inh: -7%; Tb PGK inh: -1%; BAZ2B inh: -36%; Pin1 inh: 7%; PI4K2A inh: 2; HP1b binding inh: 2%; JMJD2A Tudor inh: inconclusive

Results for CCOCCCNC(=O)c1ccccc1SCC ?
G9a block: inconclusive; GLS inhibitor: -1%; Pol eta inh: 8%; Tb PGK inh: 4%; BAZ2B inh: -1%; Pin1 inh: 1%; PI4K2A inh: 1; HP1b binding inh: 22%; JMJD2A Tudor inh: 1%

What do the screens show for `CN(Cc1ccccc1)C(=O)COC(=O)C1CCN(S(=O)(=O)c2ccc(Cl)c(C(F)(F)F)c2)CC1`?
G9a block: 10%; GLS inhibitor: -3%; Pol eta inh: -10%; Tb PGK inh: -3%; BAZ2B inh: -3%; Pin1 inh: 7%; PI4K2A inh: -3; HP1b binding inh: -9%; JMJD2A Tudor inh: -10%

What do the screens show for `O=C(NCC1CCN(c2ccc(S(=O)(=O)N3CCOCC3)cc2)CC1)Nc1ccccc1`?
G9a block: 18%; GLS inhibitor: 2%; Pol eta inh: 5%; Tb PGK inh: -4%; BAZ2B inh: -3%; Pin1 inh: -1%; PI4K2A inh: -4; HP1b binding inh: 20%; JMJD2A Tudor inh: 1%

What do the screens show for `O=C(Nc1ncc2c(n1)CC(c1ccco1)CC2=O)c1ccccc1` (centres undefined)?
G9a block: -3%[12.7 µM]; GLS inhibitor: 0%; Pol eta inh: -10%; Tb PGK inh: -6%; BAZ2B inh: 0%; Pin1 inh: inconclusive; PI4K2A inh: -3; HP1b binding inh: 28%; JMJD2A Tudor inh: 7%

What do the screens show for `Cc1ccc(CCNC(=O)CCS(=O)(=O)c2cc3c(cc2C)NC(=O)CO3)cc1`?
G9a block: inconclusive; GLS inhibitor: -1%&-11%; Pol eta inh: -5%&2%; Tb PGK inh: 9%&-1%; BAZ2B inh: inconclusive; Pin1 inh: -1%&1%; PI4K2A inh: -2&2; HP1b binding inh: 34%&2%; JMJD2A Tudor inh: inconclusive

What do the screens show for `Cn1c(=O)cc(OCCCC(=O)NCc2ccc(F)cc2Cl)c2ccccc21`?
G9a block: 70%[activator][59 µM]; GLS inhibitor: -9%; Pol eta inh: -16%; Tb PGK inh: -12%; BAZ2B inh: -4%; Pin1 inh: -2%; PI4K2A inh: 2; HP1b binding inh: 14%; JMJD2A Tudor inh: -2%

Results for COC(=O)C1C(=O)C=C(Nc2ccc(F)cc2F)CC1c1ccccc1 (centres undefined) ?
G9a block: -2%[59 µM]; GLS inhibitor: 9%; Pol eta inh: -1%; Tb PGK inh: -12%; BAZ2B inh: 7%; Pin1 inh: 2%; PI4K2A inh: 3; HP1b binding inh: 7%; JMJD2A Tudor inh: -16%

Results for Cc1ccc(C)c(N2CCN(C(=O)CCS(=O)(=O)c3cc4c(cc3Cl)NC(=O)CO4)CC2)c1 ?
G9a block: 10%[59 µM]; GLS inhibitor: -10%; Pol eta inh: -5%; Tb PGK inh: -7%; BAZ2B inh: -4%; Pin1 inh: -2%; PI4K2A inh: -2; HP1b binding inh: 12%; JMJD2A Tudor inh: -16%

What do the screens show for `COCCCn1nnnc1SCC(=O)Nc1ccc2c(c1)OCCO2`?
GLS inhibitor: 1%; Pol eta inh: -17%; Tb PGK inh: 1%; BAZ2B inh: 9%; Pin1 inh: 14%; PI4K2A inh: -10; HP1b binding inh: 35%; JMJD2A Tudor inh: 11%

How did Cc1cc(=O)n(-c2ccc(Cl)cc2)c(=O)[nH]1 do in these assays?
G9a block: -4%; GLS inhibitor: -4%; Pol eta inh: -13%; Tb PGK inh: -11%; BAZ2B inh: -8%; Pin1 inh: 8%; PI4K2A inh: 3; HP1b binding inh: 36%; JMJD2A Tudor inh: -1%

How did COc1ccc(CNC(=O)COC(=O)c2ccc(C)c(S(=O)(=O)N3CCOCC3)c2)cc1OC do in these assays?
G9a block: -2%[59 µM]; GLS inhibitor: 2%; Pol eta inh: -9%; Tb PGK inh: 4%; BAZ2B inh: -3%; Pin1 inh: 14%; PI4K2A inh: -3; HP1b binding inh: 11%; JMJD2A Tudor inh: -12%
